Compound activity from PubChem BioAssay.
PI5P4K alpha inh: inhibitors of human PI5P4K alpha; PI5P4Kalpha enzyme, ADP-Glo luminescence, 60 min; stronger effect = lower value; max response, %; hit rate 1.2% among 330,000; AID 652105; P48426; active = max response of -50% or lower; inconclusive = between -30% and -50%; inactive = -30% or higher; also: value at the top dose of about 77 µM; % is scaled to controls: 0 for no effect and ±100 for the full control effect
Target sequence (P48426 whole entry, looked up): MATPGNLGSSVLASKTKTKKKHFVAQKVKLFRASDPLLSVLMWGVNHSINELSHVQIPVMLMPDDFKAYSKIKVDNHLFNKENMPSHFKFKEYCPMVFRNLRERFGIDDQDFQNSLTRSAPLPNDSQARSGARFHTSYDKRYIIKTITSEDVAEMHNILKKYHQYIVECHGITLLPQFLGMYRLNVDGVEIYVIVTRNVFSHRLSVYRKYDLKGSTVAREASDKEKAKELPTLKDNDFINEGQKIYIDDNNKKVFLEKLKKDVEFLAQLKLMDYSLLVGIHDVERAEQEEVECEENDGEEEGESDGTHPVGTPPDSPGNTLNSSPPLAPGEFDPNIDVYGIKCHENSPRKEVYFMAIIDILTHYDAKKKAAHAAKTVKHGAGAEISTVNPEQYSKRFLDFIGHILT
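Quantitative HTS of the MLSMR library against PI5P4Kalpha with substrate. ATP added last at 5 microM final; room temperature, 60 minutes. Remaining ATP depleted, ADP converted and read as luminescence.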
Abeta yeast res: restores growth of yeast expressing A-beta42 peptide; yeast expressing A-beta42, growth rescue, OD600, 48 h; response scale: 0% DMSO, 100% iron-clioquinol control; Potency, µM (doses to about 46.1 µM), inactives show at the top dose growth rescue, usual class: activators; hit rate 0.063% among 410,000; also: potency is read from the fitted curve at half-maximal effect; nearly all actives have a fitted effect of over 55% in size
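Growth rescue measured by 600 nm absorbance after 48 h yeast culture at 30 C with compound. Values normalized between DMSO and an equimolar ferric chloride plus clioquinol control.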
PLK1 PBD inh: PLK1 (human) polo-box domain binding inhibition | P53350 | Plk1 PBD binding of FITC phosphopeptide, fluorescence polarization | Potency, µM, inactives show max response, negative = inhibition, actives largely listed as inhibitors | hit rate 2.8% among 360,000; also: potency is read from the fitted curve at half-maximal effect; series mostly up to about 57 µM; % is scaled to controls: 0 for no effect and ±100 for the full control effect; nearly all actives have a fitted effect of over 65% in size
Target sequence (P53350 whole entry, looked up, the tested form may be a part): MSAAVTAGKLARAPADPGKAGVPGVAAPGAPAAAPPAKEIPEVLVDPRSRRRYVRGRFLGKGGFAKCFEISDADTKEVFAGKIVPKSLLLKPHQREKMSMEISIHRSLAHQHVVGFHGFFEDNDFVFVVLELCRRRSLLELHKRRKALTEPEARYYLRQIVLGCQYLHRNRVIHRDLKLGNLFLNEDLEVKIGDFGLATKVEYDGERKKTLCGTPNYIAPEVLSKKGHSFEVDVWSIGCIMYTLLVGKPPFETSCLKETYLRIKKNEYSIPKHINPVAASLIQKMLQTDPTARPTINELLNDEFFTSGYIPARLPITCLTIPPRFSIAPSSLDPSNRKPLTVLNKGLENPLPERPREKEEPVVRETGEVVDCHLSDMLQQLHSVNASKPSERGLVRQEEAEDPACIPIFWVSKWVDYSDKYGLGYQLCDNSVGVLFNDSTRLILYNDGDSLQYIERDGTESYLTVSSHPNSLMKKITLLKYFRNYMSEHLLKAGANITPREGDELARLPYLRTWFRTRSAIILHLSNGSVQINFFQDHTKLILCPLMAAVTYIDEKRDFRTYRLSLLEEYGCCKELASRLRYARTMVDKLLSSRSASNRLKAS
IL-2 act: activators of IL-2; IL-2 activation reporter assay, cell-based qHTS; stimulated with anti-CD3/CD4/CD28 beads; in transgenic mouse T cells; activation, % (series mostly up to about 46 µM); hit rate 0.065% among 360,000; in the data active = activation above about 50%; inconclusive = mostly about 30% to 49%; also: 0% is about no effect
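Unstimulated transgenic mouse T cells, 750 per well, received compound and, after 60 minutes, anti-CD3/anti-CD4 bead plus anti-CD28 stimulation. EGFP and DsRed were quantified after 18 hours.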
EPAC1 ag: agonists of human EPAC1. hit rate 0.073% among 360,000. EPAC1 agonist qHTS, biochemical assay; response scale: 100% = response to 6.5 mM cAMP. O95398. Potency, µM (top dose mostly 154 µM), for the others: at the highest dose activation, actives largely listed as activators. AID 720707; also: potency is read from the fitted curve at half-maximal effect; nearly all actives have a fitted effect of over 60% in size
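Compounds were pinned as a concentration titration into mixtures of EPAC1 (100 nM), BODIPY-GDP-loaded Rap1B (250 nM) and GDP (50 uM). After 5 min at room temperature, fluorescence was followed for 30 min; activity was scaled to 6.5 mM cAMP.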
EPAC1 antag: blocks human EPAC1 exchange factor; O95398; EPAC1 GEF assay, Rap1b-BODIPY-GDP exchange fluorescence; Potency, µM (top dose mostly 115 µM), without a hit: at the highest dose activity change, negative = inhibition, most hits filed as inhibitors; hit rate 0.14% among 360,000; AID 720709;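 also: potency is read from the fitted curve at half-maximal effect; plate controls were vehicle for no effect and positive control for full effect; nearly all actives have a fitted effect of over 50% in size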
FUS suppressor: suppressors of FUS proteinopathy in yeast. S. cerevisiae FUS-expressing, growth rescue, OD600, 24 h. hit rate 0.24% among 390,000. Potency, µM (highest dose often 76.6 µM), without a hit: at the top dose growth rescue (activation), most hits filed as activators;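 also: potency is read from the fitted curve at half-maximal effect; plate controls were DMSO vehicle for no effect and reference control for full effect; nearly all actives have a fitted effect of over 55% in size; some results filed as inactive show a strong effect at the top dose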
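Restored growth of FUS-toxic S. cerevisiae, read as 600 nm absorbance after 24 h at 30C in galactose medium (starting OD 0.005). Controls CP55940 and DMSO.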
WRN inhibitor: WRN helicase (human) inhibition | Q14191 | WRN helicase unwinding, fluorescent forked duplex, kinetic | Potency, µM (top dose mostly 114 µM), inactives show top-dose activity change, negative = inhibition, usual class: inhibitors | hit rate 0.46% among 360,000 | AID 651768; also: potency is read from the fitted curve at half-maximal effect; % is scaled to controls: 0 for no effect and ±100 for the full control effect; nearly all actives have a fitted effect of over 55% in size
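WRN at 20 nM final preincubated with compound 15 min at room temperature; reaction started with 100 nM fluorophore/quencher forked duplex oligonucleotide and 2 mM ATP final. Unwinding followed kinetically by red fluorescence (ex 525, em 598 nm).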
* = called active by the depositor; ? = inconclusive; . = no result given; & = joins results of further samples; [ ] = another dose, or the depositor's remark. Unless noted, calls follow the shape of the dose curve; as a rule, active = well fitted curve in the direction sought with a large enough effect; inconclusive = small, poorly fitted or top-dose-only effect, or another doubt; inactive = no such curve, though single readings can be large; an effect the other way counts as inactive or inconclusive.

SMILES	PI5P4K alpha inh	Abeta yeast res	PLK1 PBD inh	IL-2 act	EPAC1 ag	EPAC1 antag	FUS suppressor	WRN inhibitor
CN[C@H]1CC[C@@H](c2ccc(Cl)c(Cl)c2)c2ccccc21	0&11	-23%&-17%	-5%&2%	-0.1&-0.6	-2%&-22%	?	-28%&-23%	-4%&-1%
CN(C)c1ccc(NC(=O)c2sc(SCC(=O)Nc3ccc(Br)cc3)nc2N)cc1	-1	-6%	-3%	3.4	4%	12%	-3%	-3%
COc1ccc(C)cc1NC(=S)NC(C)c1ccc(OC)c(OC)c1 (stereo unspecified)	4	22%	1%	-1.0	-3%	-2%	31%	3%
Nc1ccc2oc3ncccc3c(=O)c2c1	.	-6%	-4%	-2.7	5%	-4%	27%	-12%
COc1cccc(-c2ncc3ccccc3c2COC(=O)c2ccco2)c1	0	3%	10%	0.3	5%	-17%	14%	-3%
COc1cccc(Nc2nn3c(=O)c4ccccc4nc3s2)c1	.	-12%	.	0.8	-12%	-6%	-12%	.
Cc1ccc(OCC(=O)Nc2ccccc2F)cc1	4	4%	0%	0.3	3%	-8%	-25%	-4%
NS(=O)(=O)c1cc2c(cc1Cl)NC(C1C[C@H]3C=C[C@@H]1C3)NS2(=O)=O (stereo partly specified)	-1	-5%	-8%	0.8	-22%	-14%	-19%	-3%[11.6 µM]
O=C(/C=C/c1ccccc1Cl)Nc1ccc(-c2nnc3n2CCCCC3)cc1	-2	-22%	6%	0.0	-8%	16%	-12%	9%
O=c1c(Cl)c(NCc2ccccc2)cnn1C12CC3CC(CC(C3)C1)C2	5	-2%	-16%	-3.1	2%	12%	14%	-6%
O=C(CSc1nc(=O)n(CCN2CCOCC2)c2c1CCCC2)Nc1ccccc1Cl	-7	-1%	0%	-1.2	-2%	8%	9%	4%
Cc1c[nH]c2cccc(OCC(CNC(C)(C)C)OC(=O)c3ccccc3)c12 (stereo unspecified)	-5	14%	12%	-3.2	0%	-5%	23%	-9%
CCN(CC)c1ccc(C(=O)OCC(=O)NC2CCCCC2C)cc1 (stereo unspecified)	-8	4%	30µM*	0.1	-4%	3%	13%	1%
Cc1cc(C)c2c(N)c(S(=O)c3ccc(C(C)(C)C)cc3)sc2n1 (stereo unspecified)	.	19%	-13%	-0.6	17%	-6%	-2%	-12%
COc1ccc(C(=O)CSc2nnc(CNC(=O)c3ccccc3)o2)cc1	2	3%	0%	-0.2	6%	2%	7%	4%
CCN(CC(=O)NCc1cccs1)C(=O)c1ccc([N+](=O)[O-])o1	2	-5%	-10%	-0.8	-32%[inhibitor]	1%	19%	-12%
O=C(c1ccco1)N(Cc1ccco1)c1ccc(O)cc1	-4	-8%	-2%	-0.1	-2%	-3%	11%	4%
O=C(COc1ccc(C(=O)O)cc1)Nc1cccc(C(F)(F)F)c1	2	2%	4%	-2.0	-2%	?	23%	3%[57.1 µM]
COc1ccc(NC(=O)CNc2cccc(C#N)c2)cc1Cl	-6	-5%	-2%	5.3	4%	16%	29%	-4%
O=C(O)c1cccc(N2CCCC2)c1	-10	-19%	-4%	-1.2	2%	7%	25%	-9%[57.1 µM]
CCc1ccc(-c2n[nH]nc2C2=CC(=O)C[C@H](c3ccc(F)cc3)C2)cc1	-22	-4%	-19%	-3.3	-11%	-3%	10%	-11%
COc1ccc(S(=O)(=O)Nc2cccc3c2O[C@H](CN(C)S(=O)(=O)c2ccc(Cl)cc2)[C@H](C)CN([C@H](C)CO)C3=O)cc1	0	-5%	-9%	-0.8	1%	-8%	10µM*	-3%
CCCc1ccc(OCC(O)CN2CCCC2)cc1 (stereo unspecified)	-2	13%	8%	1.6	-1%	3%	15%	5%
Cn1c(NC(=O)C[n+]2cc(-c3ccc(Cl)cc3)n3c2CCC3)cc(=O)n(C)c1=O	6	-13%	1%	-0.4	-2%	11%	28%	-5%
COc1cc(S(=O)(=O)N2CCCCC2)ccc1NC=O	1	-4%	-1%	-1.0	-5%	2%	.	-10%
CCOc1cc(C2NC(=O)NC(C)=C2C(=O)OC(C)CC)cc(Br)c1O (stereo unspecified)	-1	-5%	-4%	-2.8	-3%	8%	2%	6%
COc1ccc(/C=C/C(=O)Nc2cc(S(=O)(=O)N3CCOCC3)ccc2C)cc1OC	0	-16%	-11%	-0.9	-11%	1%	-6%	3%
O=C(CCn1cccn1)N1CCCC(N2CCN(c3cccc(Cl)c3)CC2)C1 (stereo unspecified)	-2	-10%	4%	0.7	-3%	-10%	.	-5%
CC(C)/C=C(/C(=O)c1ccc(Cl)cc1Cl)n1cncn1	2	0%	-26%	2.1	-10%	-1%	-21%	-3%
Cc1cccc(Nc2nnc(SCC(=O)NC3CCCc4ccccc43)s2)c1 (stereo unspecified)	-3	-9%	-11%	-6.1	-5%	-16%	16%	-7%
COC(=O)c1cc(NC(=O)Nc2ccccc2)ccc1Cl	0	-5%	-5%	-3.8	-3%	-1%	.	3%
COc1ccc(C(=O)CSC2=C(C#N)C3(CCCCC3)C(C#N)=C(N)N2)cc1	.	18%	-12%	-4.3	7%	3%	39%	2%
CCCNC(=O)C1CC(=O)N(c2ccc(OCc3ccc(Cl)cc3)cc2)C1 (stereo unspecified)	-6	14%	-19%	0.3	5%	3%	-2%	-17%
Cc1cc(N2C(=O)C3C4CC(C(Br)C4Br)C3C2=O)no1 (stereo unspecified)	2	4%	-2%	-0.9	-11%	12%	15%	-1%
C[C@@H]1CN([C@@H](C)CO)C(=O)CCCn2nncc2CO[C@@H]1CN(C)C(=O)Nc1ccc(C(F)(F)F)cc1	-4	9%	-5%	-0.8	0%	-1%	7%	3%
Nc1ccc(C(=O)O)cc1[N+](=O)[O-]	1	6%	-4%	-1.6	-7%	-4%	-11%	-1%
CCN(C(=O)CN1CCN(S(=O)(=O)c2cc(Cl)ccc2Cl)CC1)c1c(N)n(Cc2ccccc2)c(=O)[nH]c1=O	1	2%	-7%	0.9	-1%	-12%	22%	-5%
CC(=O)N1CCC(C(=O)OCc2ccc(Cl)cc2)(c2ccccc2)CC1	15	-7%	-28%	-1.4	-5%	-2%	32%	-11%
CC(=O)Nc1ccccc1C(=O)N1CC(C)OC(C)C1 (stereo unspecified)	3	15%	0%	-0.2	3%	-6%	-17%	-8%
Cc1ccc(C2CC(=O)Oc3cc(C)cc(C)c32)cc1 (stereo unspecified)	-3	27%	-5%	0.4	-13%	-10%	11%	1%
O=C(COC(=O)C1CC(=O)N(Cc2ccco2)C1)Nc1ccccc1[N+](=O)[O-] (stereo unspecified)	0	-1%	-7%	2.3	5%	3%	28%	-6%
CC1(C)CC(=O)C(c2c[nH]c3ccccc23)C(=O)C1	-4	?	?	0.6	-5%	7%	6%	3%
COc1ccc(S(=O)(=O)N2CCCC2CNC(=O)C(=O)NCc2ccccn2)cc1 (stereo unspecified)	4	1%	-9%	-4.2	11%	14%	5%	-4%
CCOc1cccc(C(=O)Nc2ccc3c(c2)OCCO3)c1	3	?	3%	-0.2	-2%	-29%	11%	2%
COc1ccc(-c2cc(-c3ccc(Br)cc3)nc3ncnn23)cc1OC	-1	2%	-13%	-1.3	-2%	12%	24%	-5%
CN(C)C(=O)CSc1nnc(CCCCCNC(=O)OC(C)(C)C)o1	.	6%	-9%	-4.6	5%	-10%	13%	0%
Cc1nn(CC(=O)NCc2ccccc2Cl)c(C)c1[N+](=O)[O-]	.	0%	3%	1.1	9%	5%	-13%	-8%
Cc1ccc(NC(=O)c2cc(Cl)nc3ccccc23)cc1	2	-3%	-7%	-0.6	-4%	5%	-22%	2%
CN1CCN(CCCNC(=O)c2ccc(/C=C3\Sc4ccccc4N(Cc4ccc(F)cc4)C3=O)cc2)CC1	0	4%	-1%	-0.5	-5%	5%	?	8%
O=C(Oc1cccc(N2C(=O)C3C4c5ccccc5C(c5ccccc54)C3C2=O)c1)c1ccco1 (stereo unspecified)	-4	12%	-1%	-1.3	5%	-7%	19%	1%
COC(=O)[C@H](CC(C)C)NC(=O)CC[C@H]1O[C@@H](n2ccc(=O)[nH]c2=O)[C@H](O)[C@@H]1O	10	-9%	-1%	1.2	0%	16%	-6%	-15%
COc1ccc(CN2CCNC(=O)C2CC(=O)NCc2csc(C)n2)c(F)c1 (stereo unspecified)	-8	-10%	-10%	-0.9	-4%	-6%	14%	-4%
Cc1nnc(SCC(=O)NC2CCCC2)n1CCc1ccccc1	2	1%	-3%	0.9	5%	12%	6%	-1%
COCCn1c(C)cc(C(=O)COC(=O)c2n[nH]c3ccccc23)c1C	.	1%	-3%	-0.7	19%	-2%	36%	-8%
COc1ccc(/C=C/C(=O)c2ccccc2)cc1COc1ccccc1F	.	?	0%	-4.3	1%	-11%	15%	-14%
C=CCn1c(N)cc(=O)nc1SCC(=O)Nc1ccccc1C(N)=O	-8	10%	-4%	-0.9	4%	?	-1%	-7%
O=C(CCc1nnc2ccc(N3CCCCC3)nn12)NCc1ccco1	-4	6%	1%	-1.6	0%	-23%	7%	6%
CCn1c(C)nnc1SCC(=O)Nc1ccc2c(c1)OCCO2	-7	-10%	-15%	-1.5	-6%	13%	10%	5%
CC1CC(C)CN(S(=O)(=O)N2CCCC(C(=O)NCCCN3CCCCC3C)C2)C1 (stereo unspecified)	2	11%	-12%	-1.5	-2%	2%	7%	6%
Cc1ccc(-n2c(SCC(=O)NC3CCS(=O)(=O)C3)nc3ccccc3c2=O)c(C)c1 (stereo unspecified)	-4	0%	-1%	2.2	2%	-2%	-1%	14%
COc1ccccc1C1CC(=O)Oc2ccc(C(C)(C)C)cc21 (stereo unspecified)	-4	11%	-3%	0.8	-6%	-12%	1%	-9%[11.6 µM]

Arranged by value in EPAC1 antag (descending): 4 of the compounds above.
structure	PI5P4K alpha inh	PLK1 PBD inh	IL-2 act	EPAC1 ag	EPAC1 antag	WRN inhibitor
COC(=O)[C@H](CC(C)C)NC(=O)CC[C@H]1O[C@@H](n2ccc(=O)[nH]c2=O)[C@H](O)[C@@H]1O	10	-1%	1.2	0%	16%	-15%
CCOc1cc(C2NC(=O)NC(C)=C2C(=O)OC(C)CC)cc(Br)c1O (stereo unspecified)	-1	-4%	-2.8	-3%	8%	6%
Cc1ccc(NC(=O)c2cc(Cl)nc3ccccc23)cc1	2	-7%	-0.6	-4%	5%	2%
COc1cc(S(=O)(=O)N2CCCCC2)ccc1NC=O	1	-1%	-1.0	-5%	2%	-10%
